Yp Topo-I inh = Y. pestis Topo-I inhibition via cleavage products | Y. pestis Topo-I cleavage product accumulation, plate reader | activity, % at 10 µM | hit rate 0.064% among 360,000; in the data active = activity above about 50%, passing the limit was not always enough; also: inactives centre near 2
Vc quorum ag = quorum light induction in luxS cqsA deficient V. cholerae. hit rate 0.16% among 350,000. AID 588436. activation, % at 18.7 µM. V. cholerae BH1578 lux reporter, luminescence, 6 h; in the data active = activation mostly above about 9.7%, no sharp cut-off; also: not every result past the cut was called active; inactives centre near 0; reference of the scale not given here
Rv3671c inh = inhibitors of M. tuberculosis serine protease Rv3671c | hit rate 0.048% among 320,000 | inhibition, % at 5.96 µM | P9WHR9; in the data active = inhibition above about 38%;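 also: extracellular domain of Rv3671c used as enzyme; 0% = enzyme with DMSO and 100% = no enzyme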
TcdB inh = blocks C. difficile toxin B glycohydrolase activity | inhibition, % at 9.99 µM | P18177 | TcdB glycohydrolase enzymatic assay, plate reader | hit rate 0.24% among 350,000; in the data active = inhibition above about 10%
PrPC TRFRET = reduces human prion protein on the cell surface; inhibition, % at 13.8 µM; AID 720596; P04156; cell surface PrPC, TR-FRET read-out; hit rate 0.43% among 370,000; in the data active = inhibition above about 24%; also: 0% = median of the test wells and 100% = reference compound wells
MazF activator = MazEF (E. coli) toxin RNase activation; P0AE70; activation, % at 20 µM; FAM/BHQ RNA-DNA oligo cleavage fluorescence, 5 h; AID 504720; hit rate 0.32% among 350,000; in the data active = activation above about 50%
CCHF vOTU inh = CCHFV vOTU protease inhibition; hit rate 0.55% among 370,000; inhibition, % at 11.5 µM; Pep-AMC fluorescence; in the data active = inhibition above about 30%; also: 0% = vehicle wells with enzyme and 100% = no enzyme wells
DUSP3 inh = DUSP3 (human) phosphatase inhibition; hit rate 0.52% among 290,000; recombinant VHR phosphatase, pNPP absorbance; inhibition, % at 13.3 µM; in the data active = inhibition above about 50%; also: some compounds called inactive have numbers as strong as hits
SSB-PriA inh = blocks PriA binding to SSB C-terminal tail. AlphaScreen SSBct-PriA binding, biotinylated peptide. hit rate 0.6% among 430,000. AID 1272365. inhibition, % at 33 µM; in the data active = inhibition mostly above about 37%, no sharp cut-off; inactive = mostly below about 20%;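 also: plate controls were negative control peptide for no effect and reference peptide for full effect; strong numbers were not always called active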
3CLpro inhibitor = SARS-CoV 3CLpro protease inhibition; P0C6X7; recombinant SARS-CoV 3CLpro, quenched FRET peptide cleavage; inhibition, % at 6 µM; hit rate 0.14% among 290,000; in the data active = inhibition above about 12%
Starred values were filed as active, the others as inactive; i = inactive; · = no result given. Some of the compounds tested, so the mix of outcomes need not match the whole.

entry	SMILES	DUSP3 inh	Yp Topo-I inh	Vc quorum ag	CCHF vOTU inh	PrPC TRFRET	SSB-PriA inh	Rv3671c inh	3CLpro inhibitor	TcdB inh	MazF activator
1	COc1cccc(CNc2ncc(-c3ccccc3)n2C)c1	43	-3	2.6	-14	6	0	-4	-4	-8.5	-5
2	CC(C)(C)S(=O)(=O)N1Cc2cc(=O)n(Cc3ccccc3)c(CCO)c2[C@@H]1CCO	·	8	0.9	-8	-6	-2	·	·	0.5	4
3	NC(=S)NN=C(c1ccc(F)cc1)C1CC1	·	7	i	3	1	-10	·	·	-2.2	11
4	CCc1cc2c(=O)[nH]c(N3CCCC3)nc2s1	39	3	i	8	-5	9	-3	-3	·	5
5	c1ccc(C2Nc3ccccc3Oc3ccccc32)cc1 (stereo unspecified)	22	8	6.7	15	7	-6	-4	2	·	-7
6	CCCCNC(=O)Cn1cnc2c(cnn2-c2ccc(C)c(C)c2)c1=O	1	2	i	-7	3	-5	2	-2	·	-3
7	Nc1nc(Nc2ccccc2)nc(NCc2ccco2)c1[N+](=O)[O-]	2	5	-0.2	17	5	-3	-31	3	·	6
8	O=C(NN1CCCCC1)c1cccc(COc2ccc(Cl)cc2)c1	8	7	-0.2	9	8	-11	-3	4	-0.5	-4
9	Cc1cc(OCC(=O)O)c2c3c(c(=O)oc2c1)CCCC3	20	45	i	-27	-3	-6	1	-1	·	2
10	COc1ccc(C(CC(=O)O)N2C(=O)CCC2=O)cc1 (stereo unspecified)	16	2	-0.6	-3	-2	-11	3	-3	-1.0	-1
11	Cc1cccc2sc(NC(=O)C3CSC4(C)CCC(=O)N34)nc12 (stereo unspecified)	10	12	·	-5	-1	5	-8	1	0.1	-1
12	O=C(NNc1nc(N2CCOCC2)nc(N2CCOCC2)n1)c1ccccc1	·	5	0.8	-2	1	-13	·	·	0.4	6
13	COc1cc2ccccc2c2c1CCCC2=O	6	-1	i	14	-4	-27	-9	-1	·	0
14	COc1cc(C(=O)N/N=C/c2ccsc2C)cc(OC)c1OC	3	0	i	16	15	·	5	1	·	5
15	Cc1cc(C)c(S(=O)(=O)N2CCN(C(=O)C(C)Cn3cncn3)CC2)c(C)c1 (stereo unspecified)	26	1	-0.3	-17	-6	-9	-7	-3	1.8	-2
16	CC(O)CO (stereo unspecified)	·	0	-0.4	-1	-3	-8	-3	·	0.7	-14
17	C=CCN1CCN(C(c2cc(OC)ccc2OC)c2nnnn2CC2CCCO2)CC1 (stereo unspecified)	-9	-7	i	10	-6	-18	4	2	·	2
18	O=C(N/N=C/C1CC=CCC1)c1ccc(O)cc1O (stereo unspecified)	7	1	-0.3	7	1	·	-1	2	·	8
19	O=c1[nH]c(=O)n(CCc2ccc(F)cc2)c(O)c1C=NCc1ccc2c(c1)OCO2	-26	10	-0.3	-6	4	-23	-12	-8	·	-20
20	COC(=O)C1=C(c2ccc3ccccc3c2)C[C@@H]2CC[C@H]1N2C(=O)N1CCOCC1	·	20	-0.4	12	11	3	-6	·	4.7	0
21	Cc1c(C=O)c(=O)n(-c2ccccc2)n1C	27	-1	i	-8	1	-7	3	2	1.1	1
22	O=C1N(c2ccccc2C(F)(F)F)O[C@@]1(c1ccccc1)C1CCCCC1	·	-5	i	13	3	·	-8	·	-0.1	-9
23	Cc1ccc2[nH]c3c(NCCCN4CCCC4=O)ncnc3c2c1	2	7	i	-16	10	-5	8	-1	·	-7
24	COCCN=C1NN=C(c2cc(C)n(CC3CCCO3)c2C)CS1 (stereo unspecified)	9	14	0.6	18	-8	-7	-3	-10	-1.8	-23

One compound at a time, from the list above. Values in the order: DUSP3 inh	Yp Topo-I inh	Vc quorum ag	CCHF vOTU inh	PrPC TRFRET	SSB-PriA inh	Rv3671c inh	3CLpro inhibitor	TcdB inh	MazF activator
O=C(N/N=C/C1CC=CCC1)c1ccc(O)cc1O (stereo unspecified) as listed: 7	1	-0.3	7	1	·	-1	2	·	8
O=c1[nH]c(=O)n(CCc2ccc(F)cc2)c(O)c1C=NCc1ccc2c(c1)OCO2 as listed: -26	10	-0.3	-6	4	-23	-12	-8	·	-20

Carrying on.
entry	SMILES	DUSP3 inh	Yp Topo-I inh	Vc quorum ag	CCHF vOTU inh	PrPC TRFRET	SSB-PriA inh	Rv3671c inh	3CLpro inhibitor	TcdB inh	MazF activator
25	COc1ccc(CC(=O)NNC(=O)COc2ccc(Cl)cc2C)cc1S(=O)(=O)N1CCOCC1	·	8	i	-5	6	8	5	·	-0.6	4
26	S=C(NCc1ccc(Cl)cc1)NN1CCOCC1	14	6	-0.3	0	2	-3	-6	2	1.8	2
27	Cc1c(C2Nc3ccccc3NC3=C2C(=O)CC(C)(C)C3)cnn1C (stereo unspecified)	5	2	i	14	-9	-8	-1	1	·	-2
28	CCOC(=O)c1sc(NC(=S)NC(=O)c2cccc(Cl)c2)c(C(=O)OCC)c1C	17	5	i	·	·	0	-4	5	·	-3
29	O=C(Nc1cccc(S(=O)(=O)N2CCOCC2)c1)C(c1ccccc1)N1CCCCC1 (stereo unspecified)	45	4	-0.5	6	-3	-2	1	2	0.1	-2
30	Cc1ccc(C(=O)N/C(=C\c2ccco2)C(=O)NCCN2CCOCC2)cc1	-8	-4	-0.4	17	-11	-6	7	3	0.9	8
31	O=C(C[n+]1cnn(CC(=O)c2ccc(Cl)cc2Cl)c1)c1ccc([N+](=O)[O-])cc1	26	-30	i	5	-13	7	-4	4	2.0	8
32	COc1ccc(CN2CCNCC2)cc1	60*	3	-0.3	-7	1	-1	·	-3	-0.3	-13
33	O=C(CCn1c(=S)[nH]c2ccccc2c1=O)N1CCOCC1	9	-1	-0.3	5	6	-12	-7	3	1.9	0
34	CC(=O)OCC(=O)C1(O)CCC2C3CCC4=CC(=O)C=CC4(C)C3C(=O)CC21C (stereo unspecified)	·	3	·	9	-17	-6	·	·	0.3	3
35	O=C1CN2C(=N1)N(Cc1ccccc1)c1ccccc12	11	2	6.2	-13	-1	-2	5	-2	·	-5
36	Cc1cc(C(=O)Nc2nc(-c3ccccn3)cs2)ccc1[N+](=O)[O-]	20	1	-0.3	5	-5	47*	-1	5	4.2	11
37	CC(=O)N1CCc2cc(C(=O)CN3CCN(c4ccccc4F)CC3)ccc21	40	9	-0.2	9	-3	10	0	-1	2.9	-1
38	COc1cc(NC(=S)N2CCN(S(C)(=O)=O)CC2)cc(OC)c1	11	7	-0.7	5	3	1	·	0	0.4	-6
39	COc1cc(/C=N\NC(=O)c2ccc(C)nc2)ccc1OC(=O)c1ccco1	-13	0	i	5	-4	·	0	3	0.6	-6
40	Cc1ccc(NC(=O)C2CCN(S(=O)(=O)c3ccccc3)CC2)cc1	21	-4	-0.1	11	9	-6	-6	8	-0.1	-9
41	CCOc1cc(C2NC(=O)NC(C)=C2C(=O)OC(C)CC)cc(Br)c1O (stereo unspecified)	10	4	-0.3	-8	7	-7	1	1	·	0
42	CC1CN(c2ccc([N+](=O)[O-])cc2F)CCN1C(=O)c1ccco1 (stereo unspecified)	4	2	-0.4	18	-34	-3	-2	5	0.5	3
43	CC1(C)OC(=O)C(=CNc2ncccn2)C(=O)O1	13	-7	-0.4	8	0	-11	1	7	0.1	0
44	COn1c(SCc2ccccc2)nc2ccccc2c1=O	13	9	-1.2	12	-4	-44	8	3	·	-1
45	Cc1cc(NC(=O)CSc2nc(C(C)(C)C)nc3ccccc23)no1	25	1	-0.5	-1	1	6	4	2	0.0	-2
46	Cc1cccc(N2C(=O)CC(n3ccnc3)C2=O)c1C (stereo unspecified)	7	-10	-2.1	1	7	0	3	-1	1.5	1
47	O=C(c1ccco1)N1CCN(c2c([N+](=O)[O-])nn(-c3ccc(Cl)cc3)[n+]2[O-])CC1	4	4	-0.5	4	-11	0	1	1	0.2	7
48	CCOC(=O)/C=C1\Nc2ccccc2SC1=O	7	15	-0.6	-6	2	·	-2	-2	·	5
49	COc1cc(CCCN[C@H](CN)Cc2ccccc2)cc(OC)c1OC	·	8	-4.0	-12	-2	12	-8	·	·	-8
50	COc1ccc(CCNC(=O)CNC(=O)c2ccco2)cc1	7	1	-0.3	-5	-1	-11	6	4	0.6	10
51	CCN1C(=O)C(CC(=O)NCCc2ccccc2)N(NC(=O)c2ccc(Br)cc2)C1=S (stereo unspecified)	·	15	-3.1	4	2	·	·	·	-0.7	6
52	COc1ccccc1NC(=O)CCCN1C(=O)C2CC=CCC2C1=O (stereo unspecified)	-6	5	i	15	4	-6	1	-2	0.9	-3
53	COCOCCn1cc(CN2CCS(=O)(=O)N(Cc3ccc(-c4ccc(F)nc4)cc3)C(CC(C)C)C2=O)nn1 (stereo unspecified)	·	15	i	-5	-2	·	·	·	1.3	-1
54	Cc1cc(NC(=O)CSc2nc(-c3ccco3)cc(C(F)(F)F)n2)n(-c2ccccc2)n1	9	13	-12	1	1	2	1	-2	·	6
55	CN(CCNC(=O)Cn1c(=O)sc2ccccc21)Cc1ccccc1	-12	8	-0.4	4	2	-6	8	·	-2.6	8
56	OC[C@@H]1[C@@H](c2ccc(F)cc2)C(c2cccc(Cl)c2)=NN1c1ccccc1	·	-29	i	-26	3	-25	·	·	0.6	-1
57	Cc1ccccc1NC(=O)CSc1cn[nH]n1	17	6	-0.2	2	5	2	5	2	-3.7	3
58	CCOc1ccc(N(Cc2cc3ccc(C)cc3[nH]c2=O)S(C)(=O)=O)cc1	19	1	-0.2	3	-3	-19	0	4	1.8	-1
59	CC(C)CN1C(=O)C(=O)N(CC(=O)c2ccc3c(c2)CCCC3)C1=O	·	17	-1.2	7	7	-7	1	·	0.6	-8
60	CN(C)S(=O)(=O)c1ccc(NC(=S)NC(=O)c2cccs2)cc1	-4	2	0.3	14	-3	-13	-1	-2	1.5	6
61	Cc1c(C(=O)Nc2nccs2)oc2ccc(F)cc12	·	1	-1.7	-9	-5	-8	3	·	0.6	-2
62	Cc1ccccc1NC(=O)N1CCCC1C(=O)NCc1ccccc1 (stereo unspecified)	30	3	-0.8	-12	-6	-3	0	0	0.7	5
63	N/C(=N\c1nc(CSc2nc3ccccc3s2)cc(=O)[nH]1)Nc1ccc(F)cc1	-15	21	0.1	-3	6	·	-3	1	0.2	-27
64	CCOc1ccc(N(C)S(=O)(=O)c2ccc(C)c(C(=O)NCCc3ccc(OC)cc3)c2)cc1	·	40	i	-2	2	-9	·	·	-0.5	5
65	Nc1ncnc2nc(-c3ccccc3)[nH]c12	·	-6	-0.2	-19	0	·	·	·	2.3	7
66	COCCNc1cc(NCCOC)c([N+](=O)[O-])cc1[N+](=O)[O-]	8	4	-0.3	-6	-4	0	1	-1	0.3	-3

Source: PubChem BioAssay (several laboratories)
